TSG101-PTAP inh: inhibitors of HIV-1 PTAP binding to human TSG101, validation; Q99816; Potency, µM (titrated, usually from 115 µM), for inactives: at the highest dose activity change, negative = inhibition, hits mostly inhibitors; 44,000 tested, under 10 active; AID 1347069; Fluorescence polarization, FITC-PTAP peptide/Tsg101, 20 min; also: potency is read from the fitted curve at half-maximal effect; 0% is about no effect
Target sequence (Q99816 whole entry, looked up): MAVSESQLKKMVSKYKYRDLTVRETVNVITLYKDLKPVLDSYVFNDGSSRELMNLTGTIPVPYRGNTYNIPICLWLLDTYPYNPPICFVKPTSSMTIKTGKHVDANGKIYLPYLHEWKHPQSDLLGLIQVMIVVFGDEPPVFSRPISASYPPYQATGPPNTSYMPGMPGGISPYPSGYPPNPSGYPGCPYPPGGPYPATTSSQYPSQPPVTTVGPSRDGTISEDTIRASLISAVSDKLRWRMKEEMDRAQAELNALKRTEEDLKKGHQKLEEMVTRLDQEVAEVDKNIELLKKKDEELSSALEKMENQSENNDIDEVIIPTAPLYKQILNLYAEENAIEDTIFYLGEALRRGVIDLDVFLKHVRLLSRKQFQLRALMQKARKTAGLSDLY
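Fluorescence polarization: Tsg101 binding domain (10 uM final) in 10 mM HEPES pH 7.5, 0.15 M NaCl, 0.01% Tween 20, 3 mM EDTA, 0.1 mM TCEP; compounds pinned; FITC-PTAP peptide 50 nM final; 20 min, r.t.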
NTMT1 inhibitor: NTMT1 methyltransferase inhibition. NTMT1 MTase-Glo SAH luminescence, purified enzyme. Potency, µM (series often up to 114 µM), for inactives: at the top dose activity change, negative = inhibition, most hits filed as inhibitors. hit rate 2.5% among 59,000. AID 1645870;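 also: potency is read from the fitted curve at half-maximal effect; plate controls were DMSO vehicle for no effect and no enzyme for full effect; nearly all actives have a fitted effect of over 65% in size; many of its hits are not listed in these tables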
FH mod: Identification of activators of human fumarate hydratase by quantitative high-throughput screening; Fumarate hydratase, mitochondrial (Homo sapiens), P07954; FH coupled MDH/diaphorase resazurin fluorescence, 15 min; Potency, µM (highest dose often 79.9 µM), without a hit: top-dose activity change, negative = inhibition, actives largely listed as inhibitors; hit rate 0.22% among 54,000; also: potency is read from the fitted curve at half-maximal effect; % is scaled to controls: 0 for no effect and ±100 for the full control effect; the screen sought activators but most active calls are inhibition curves; nearly all actives have a fitted effect of over 45% in size
Target sequence (P07954 whole entry, looked up): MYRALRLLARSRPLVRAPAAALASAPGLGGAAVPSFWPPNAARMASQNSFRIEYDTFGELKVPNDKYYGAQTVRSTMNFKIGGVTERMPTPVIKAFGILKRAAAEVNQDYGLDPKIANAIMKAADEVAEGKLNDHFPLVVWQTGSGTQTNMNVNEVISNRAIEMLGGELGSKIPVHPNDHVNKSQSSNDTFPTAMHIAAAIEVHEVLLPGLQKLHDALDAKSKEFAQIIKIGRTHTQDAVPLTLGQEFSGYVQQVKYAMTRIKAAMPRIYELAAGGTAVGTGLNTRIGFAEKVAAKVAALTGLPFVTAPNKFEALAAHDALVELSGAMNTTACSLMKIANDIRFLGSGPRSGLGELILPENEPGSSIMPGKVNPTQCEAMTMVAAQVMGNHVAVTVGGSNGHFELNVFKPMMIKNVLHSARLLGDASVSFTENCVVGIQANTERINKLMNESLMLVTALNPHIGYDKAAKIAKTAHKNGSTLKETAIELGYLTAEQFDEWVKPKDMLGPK
p53null 32C kill: kills p53 null cells at the permissive temperature; Potency, µM (titrated, usually from 46.1 µM), inactives show at the top dose activity change, negative = cytotoxicity, most hits filed as cytotoxic; H1299-neo p53 null cells, ATP luminescence, 24 h, 32C; hit rate 0.62% among 55,000;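 also: potency is read from the fitted curve at half-maximal effect; 0% = DMSO only and -100% = full killing by 100 µM tamoxifen; nearly all actives have a fitted effect of over 55% in size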
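H1299-neo (p53 null) cells, 600/well, treated 24 h at 32C with compound up to 46 uM; ATPlite luminescence viability, normalized to DMSO and 100 uM tamoxifen; AC50 by Hill fit.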
p53null 39C kill: kills p53 null cells at the nonpermissive temperature; H1299 p53-null (neo) cells, 39C, ATPlite viability, 24 h; Potency, µM (titrated, usually from 46.1 µM), for the others: at the highest dose activity, negative = cell killing, hits mostly cytotoxic; hit rate 0.97% among 55,000;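 also: potency is read from the fitted curve at half-maximal effect; 0% = DMSO only and -100% = full killing by 100 µM tamoxifen; nearly all actives have a fitted effect of over 50% in size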
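Cells seeded at 600/well, 37C overnight. Compound added (up to 46 uM), plates shifted to 39C for 24 hr. ATPlite added, luminescence read after 20 min at room temperature.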
GALK inh: inhibits human galactokinase. 44,000 tested, under 10 active. P51570. Potency, µM (titrated, usually from 57.5 µM), for inactives: at the top dose activity, negative = inhibition, actives largely listed as inhibitors. recombinant GALK, Kinase-Glo ATP luminescence, 1 h. AID 1347072;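 also: plate controls were full GALK reaction for no effect and reaction lacking GALK for full effect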
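Human GALK (5 nM) was incubated with 35 uM ATP and 100 uM galactose in 20 mM HEPES pH 8.0 with MgCl2, NaCl, DTT and BSA for 1 h at room temperature. Remaining ATP was measured by Kinase-Glo Plus luminescence.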
B2AR arrestin ag: beta-arrestin recruitment by human beta2-adrenergic receptor ligands | 44,000 tested, under 10 active | P07550 | AID 1347077 | Potency, µM (highest dose often 46.1 µM), inactives show at the top dose activation, most hits filed as activators | HTLA Tango cells, beta-arrestin recruitment, luciferase luminescence, 18 h;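 also: potency is read from the fitted curve at half-maximal effect; 0% = DMSO and full agonism = EC100 isoproterenol or metaproterenol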
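Luminescence read-out: arrestin recruitment to recombinant beta2-AR releases tTA, inducing luciferase. Cells exposed 18 hr at 37 degrees C to up to 46 microM compound; %Activity from corrected signal, concentration-response curves classified by r2, magnitude and efficacy.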
Active calls of the source: *; u = inconclusive; x = not tested or not shown; [ ] = another dose, or the depositor's remark. Calls follow the shape of the dose curve; as a rule, active = well fitted curve in the direction sought with a large enough effect; inconclusive = small, poorly fitted or top-dose-only effect, or another doubt; inactive = no such curve, though single readings can be large; an effect the other way counts as inactive or inconclusive.

Order of results – TSG101-PTAP inh | NTMT1 inhibitor | FH mod | p53null 32C kill | p53null 39C kill | GALK inh | B2AR arrestin ag
Cc1ccc(C)c(NC(=O)CN2C(=O)C3(SCC(=O)N3c3ccc(C)c(C)c3)c3ccccc32)c1 (stereo not drawn)
→ -3% | 5% | -27% | 16% | 11% | 2% | 2%
CCCOc1ccc(C(=O)Nc2ccc3nn(-c4ccc(OC)c(Cl)c4)nc3c2)cc1
→ 2% | 3% | -11% | 5% | -7% | 2% | 4%
CCc1ccccc1N(C)C(=O)c1cc2c(=O)oc3ccccc3c2s1
→ -4% | u | u | 7% | 5% | -4% | 0%
Cc1ccc2[nH]c(=O)c3cc(C(=O)NC4CCC(C)CC4)sc3c2c1 (stereo not drawn)
→ -1% | -16% | -40% | -7% | -1% | 3% | 1%
CCOc1ccc(C2C(C(=O)Nc3ccc(OC)cc3)=C(C)Nc3nc(CCCO)nn32)cc1 (stereo not drawn)
→ 0% | -5% | -15% | 1% | 18% | -1% | 1%
CCOC(=O)c1c(NC(=O)c2cc(=O)c3c(C)cc(C)cc3o2)sc(C)c1C
→ -3% | 20% | 3% | 3% | -6% | 10% | 0%
CCC(=O)NNc1ncnc2c1cnn2-c1ccc(C)c(Cl)c1
→ -2% | -18% | 12% | -15% | 0% | -1% | -1%
CCCN(CCC)CCCNC(=O)c1cc2c(=O)[nH]c3ccccc3c2n1C
→ -1% | u | -12% | -1% | -1% | -1% | 0%
CCOc1ccc(N2CC(NC(=O)C3CCCCC3)CC2=O)cc1 (stereo not drawn)
→ -9% | 5% | 6% | -3% | -6% | 3% | -3%
CCc1ccc(-n2c(SCc3nc(-c4cc(OC)ccc4OC)no3)nnc2-c2ccccc2)cc1
→ -2% | -21% | -22% | 19% | 41%[activator] | 7% | 1%
COCCCNC(=O)CSc1nc2cc3c(cc2c(=O)n1CCCCCC(=O)NCCc1ccc(OC)c(OC)c1)OCO3
→ -5% | -3% | 6% | -1% | 10% | 3% | -2%
O=C(CN1C(=O)CSc2ccc(S(=O)(=O)N3CCCC3)cc21)NCc1ccccc1Cl
→ -4% | 4% | -6% | -3% | u | 0% | -1%
COc1ccccc1NC(=O)C1CCN(c2ncnc3c2nc2n3CCCCC2)CC1
→ -6% | -9% | -9% | 11% | 3% | -3% | 1%
CCOc1cccc(C2CC(=O)Nc3cc4c(cc32)OCCO4)c1 (stereo not drawn)
→ -12% | -3% | -9% | 27% | 7% | 6% | 1%
CCOC(=O)c1noc2ncnc(Nc3ccc(F)cc3F)c12
→ 0% | -2% | 9% | 3% | 4% | 1% | 2%
Cc1cc2oc(C(=O)Nc3c(C)n(C)n(-c4ccccc4)c3=O)cc(=O)c2cc1C
→ 1% | -9% | 4% | 1% | -9% | 0% | 0%
COCCCNc1nc2c(c(=O)n(C)c(=O)n2C)n1Cc1ccccc1
→ 0% | 4% | 6% | -5% | -4% | 2% | 1%
COc1ccccc1NC(=O)Cn1c(=O)n(Cc2ccc3c(c2)OCO3)c(=O)c2oc3ccccc3c21
→ 1% | -4% | -14% | 6% | -25% | 4% | 0%
Cc1ccc(S(=O)(=O)N2CCCC(c3nc4c(nnn4Cc4ccc(OC(F)(F)F)cc4)c(=O)[nH]3)C2)cc1 (stereo not drawn)
→ -4% | 7% | -4% | -1% | 8% | 3% | 0%
CCOCCCNC(=O)C(c1ccc(OC)cc1)N(Cc1cccs1)C(=O)c1ccc(NC(C)=O)cc1 (stereo not drawn)
→ -9% | 6% | 4% | -5% | 11% | 0% | 0%
Cc1c(C(=O)Nc2cccc(F)c2)oc2c1-c1nn(Cc3c(F)cccc3Cl)cc1CC2
→ 10% | -21% | -6% | 3% | 21% | -2% | 0%
Cc1ccccc1OCC(O)Cn1c(=N)n(CCN2CCCCC2)c2ccccc21 (stereo not drawn)
→ -12% | u | 0% | -4% | 20µM* | 0% | -1%
Cc1ccc2c(c1)N(C(=O)Nc1cccc3c1CCCC3)CC(C)O2 (stereo not drawn)
→ 4% | -6% | u | 9% | -18% | 2% | -1%
CCN1CCN(c2ncnc3c2cnn3-c2ccc(C)cc2)CC1
→ 0% | 4% | -1% | -18% | 17% | 2% | -1%
CCOCCn1ccc2c(OCC(=O)NCc3ccc(C)cc3)cccc2c1=O
→ -5% | 11% | -4% | -1% | 16% | 0% | -3%
O=C(Nc1cccc(C(F)(F)F)c1)Nc1ccc2snnc2c1
→ -2% | 13% | -3% | 36%[activator] | u | u | -3%
CCc1ccc(NC(=O)COCc2cc(-c3ccc(F)cc3)on2)cc1
→ -5% | 1% | 4% | -2% | -18% | 0% | 0%
COc1cccc(NS(=O)(=O)c2ccc3[nH]cc(C(=O)N(C)Cc4ccco4)c(=O)c3c2)c1
→ -2% | -2% | -12% | 10% | 24% | 0% | 0%
Cc1cc(C)c(Cn2c(C)c(CNCc3ccccc3C)c(C(=O)O)c2C)c(C)c1
→ -2% | -4% | -23% | 3% | -25% | 4% | 5%
N#Cc1ccc(NC(=O)c2ccc3c(c2)nnn3C2CCCC2)cc1
→ -1% | 11% | 6% | -6% | -6% | 3% | 0%
CCCSc1ncnc2c1c(-c1ccccc1)cn2-c1ccccc1OC
→ -8% | 8% | -18% | 3% | 11% | 1% | 0%
CCOCCCNC(=O)C1CCN(c2nc3ccc(Cl)cc3[nH]2)CC1
→ 0% | 8% | -7% | -2% | -9% | 1% | 0%
Cc1ccccc1-c1nc(CS(=O)(=O)CC(=O)NCC(C)c2ccccc2)c(C)o1 (stereo not drawn)
→ -3% | -8% | -17% | -5% | -5% | 0% | 0%
CCc1nonc1NC(=O)c1oc2ccccc2c1C
→ 1% | 3% | 4% | -6% | -20% | -7% | 1%
CC(=O)Nc1cc(NC(C)=O)cc(-c2nc3ccccc3[nH]2)c1
→ -1% | 20% | -23% | 5% | 31%[activator] | 1% | 1%
Cc1c(C)n(Cc2ccccc2)c2ccc(C(=O)N3CCN(c4ccccc4)CC3)cc12
→ 1% | 9% | -7% | 6% | -11% | 2% | -1%
COc1cccc(NC(=O)Cn2c(=O)n(CCCCC(=O)NCCc3ccccc3)c(=O)c3ccccc32)c1
→ -1% | 10% | 0% | 0% | 5% | 0% | -2%
O=S(=O)(Nc1cccc(-c2ccc(N3CCOCC3)nn2)c1)c1ccc(F)c(C(F)(F)F)c1
→ -11% | x | x | u | u | -3% | -1%
CCN(CC)S(=O)(=O)c1ccc(NC(=O)[C@H](CSCc2ccccc2)N2Cc3ccccc3C2=O)cc1
→ 2% | -5% | -18% | 1% | 0% | 9% | 1%
CCn1c(CN2CCN(C)CC2)nc2cc(NC(=O)c3ccc([N+](=O)[O-])cc3)ccc21
→ 0% | -4% | -25% | -3% | 17% | -8% | -4%
Cc1ccc(N2CCN(C(=O)c3c(C)oc4ncnc(N5CCOCC5)c34)CC2)c(C)c1
→ -7% | -5% | -6% | -8% | -25% | -3% | -1%
Cc1cc(OCC(=O)NCC2(N3CCN(C)CC3)CCCCC2)cc(C)c1Cl
→ 1% | u | 2% | -9% | -30% | 6% | -4%
COc1ccc(/C=C/c2onc(C)c2S(=O)(=O)N2CCC(C(=O)N3CCCCC3)CC2)cc1
→ 3% | 8% | -15% | 26% | 4% | 0% | -2%
Cc1ccc(N(C)C(=O)c2sc3nc4n(c(=O)c3c2C)CCCC4)cc1C
→ -28% | -1% | 0% | 3% | u | -1% | -1%
COc1ccc(Cl)cc1NC(=O)CN(c1cccc(C)c1C)S(=O)(=O)c1ccccc1
→ 2% | -18% | -11% | -6% | 1% | 0% | 0%
O=C(Nc1cccc(F)c1)C1CCN(S(=O)(=O)c2ccc3[nH]c4c(c3c2)CCCCC4)CC1
→ -13% | -6% | -23% | 27% | 37%[activator] | 2% | 0%
CC(C)CCn1c(=O)c2sccc2n2c(CCCC(=O)NCCc3ccccc3)nnc12
→ -3% | -2% | -18% | 0% | -5% | -10% | 1%
O=C(O)c1ccc(NC(=O)c2ccc(Br)c(S(=O)(=O)N3CCCC3)c2)cc1
→ -1% | -5% | 2% | -4% | -4% | 1% | 1%
COc1ccc(N2CCN(CC(O)COc3ccc(C)cc3C)CC2)cc1 (stereo not drawn)
→ -2% | -13% | -23% | -10% | -4% | 4% | 0%
O=C(Cn1c(=O)n(CC2CCC(C(=O)NCCc3ccccc3)CC2)c(=O)c2ccccc21)Nc1cccc(F)c1 (stereo not drawn)
→ 4% | u | 4% | -29% | -30% | 1% | -2%

Further results
Order of results – TSG101-PTAP inh | NTMT1 inhibitor | FH mod | p53null 32C kill | p53null 39C kill | GALK inh | B2AR arrestin ag
O=c1c2sc3ccccc3c2n(Cc2ccccc2)c(=O)n1CCc1ccccc1
→ -2% | -2% | -5% | u | -23% | 0% | -1%
Cc1ccc(C)c(NC(=O)CCc2c(C)nn(-c3ccc(N4CCCC4)nn3)c2C)c1
→ 1% | x | x | 2% | -7% | -3% | -1%
Cn1c2ccccc2c2cnn(CC(=O)NCc3ccc(Cl)cc3)c(=O)c21
→ 2% | 3% | 3% | 2% | -16% | -13% | -3%
C#CCSc1nc(-c2ccccc2)c2cc(Cl)ccc2n1
→ -3% | -4% | 7% | -3% | u | 5% | 1%
O=C(NCc1ccco1)c1ccc2c(c1)N(Cc1ccccc1F)C(=O)c1ccccc1S2(=O)=O
→ 1% | 8% | -13% | 2% | -6% | 0% | 0%
COc1ccc2c(c1)cc(CNc1ccc(OC)c(OC)c1)c(=O)n2CC(=O)Nc1ccccc1C
→ -1% | u | u | 5% | 10% | 1% | 1%
CC(C)Cn1nc(NC(=O)c2cccc(Cl)c2)c2cc3ccccc3nc21
→ 2% | 16% | -2% | -17% | -15% | 1% | -1%
CCCS(=O)(=O)Nc1cccc(-c2cn3ccc(C)cc3n2)c1
→ -8% | -30% | -15% | u | u | 1% | 0%
Cc1ccc(Cl)cc1N1CCN(C(=O)c2cc3c(-c4ccccc4F)nn(C)c3s2)CC1
→ -3% | 13% | -22% | 20% | 13% | -1% | 0%
COc1cc(-c2noc(-c3ccc(NCC4CCCO4)c([N+](=O)[O-])c3)n2)cc(OC)c1OC (stereo not drawn)
→ -3% | -5% | -10% | -10% | 2% | -2% | -3%
COc1ccc(-c2c(C#N)c(SCC(=O)Nc3ccc(C)cc3)nc(C)c2C(=O)Nc2ccccc2)cc1
→ 6% | 13% | -13% | 6% | -5% | 3% | 1%
COc1ccc(CNC(=O)CCCn2c(=O)c3cccn3c3ccc(F)cc32)cc1OC
→ -2% | 19% | -9% | 7% | 10% | 2% | 1%

In the list so far, these contain two or more sulfur atoms:
Order of results – TSG101-PTAP inh | NTMT1 inhibitor | FH mod | p53null 32C kill | p53null 39C kill | GALK inh | B2AR arrestin ag
O=C(CN1C(=O)CSc2ccc(S(=O)(=O)N3CCCC3)cc21)NCc1ccccc1Cl
→ -4% | 4% | -6% | -3% | u | 0% | -1%
CCN(CC)S(=O)(=O)c1ccc(NC(=O)[C@H](CSCc2ccccc2)N2Cc3ccccc3C2=O)cc1
→ 2% | -5% | -18% | 1% | 0% | 9% | 1%

A portion of the library. The share of hits here may be higher or lower than overall.
